High-throughput results as filed in PubChem BioAssay.
ADAM17 inh: ADAM17 inhibition, QFRET primary screen. recombinant ADAM17, EDANS/DABCYL FRET peptide cleavage. inhibition, % at 6.95 µM. 0.83% of 370,000 active. AID 720648;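 active means inhibition above the mean of compounds lying between control limits plus 3 SD, set per campaign, cut at about 8.5% in these data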;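 further: 0% = DMSO-only wells as the low control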
hcDAF-12 act: activates DAF-12 receptor from parasite H. contortus; HEK293 hcDAF-12 lit1-tk-luc reporter, luminescence; 0% DMSO, 100% Δ7-dafachronic acid; activation, % at 6.8 µM; 1.4% of 370,000 active; AID 652067;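 active means activation above the mean of all tested compounds plus 3 SD, cut at about 5.5% in these data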;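 further: 100% = response to 3 µM Δ7-dafachronic acid high control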
DAX1 inh-1: NR0B1 (DAX1) inhibition. 0.99% of 340,000 active. inhibition, % at 6.75 µM. AID 504766. P51843. HEK293 Gal4-DAX1 luciferase reporter, luminescence;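 active means inhibition above the mean over all tested compounds plus 3 SD, cut at about 4.2% in these data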;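 further: 0% = DAX1-transfected cells with DMSO and 100% = empty-vector control cells with DMSO; inhibition shows as a rise in luminescence from relieved DAX1 repression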
Target sequence (P51843 207-470 limits assumed): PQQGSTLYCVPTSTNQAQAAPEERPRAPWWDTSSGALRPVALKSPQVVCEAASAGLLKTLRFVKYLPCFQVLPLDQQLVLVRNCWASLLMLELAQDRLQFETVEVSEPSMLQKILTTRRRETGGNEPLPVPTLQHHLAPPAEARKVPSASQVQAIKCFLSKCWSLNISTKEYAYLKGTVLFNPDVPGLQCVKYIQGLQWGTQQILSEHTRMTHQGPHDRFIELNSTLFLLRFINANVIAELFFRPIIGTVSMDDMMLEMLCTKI
ssDAF12 agonist: activators of S. stercoralis DAF-12 nuclear receptor; HEK293 ssDAF-12/GRIP1 lit1-tk-luc reporter, luminescence; % of 3 µM dafachronic acid response; activation, % at 6.8 µM; 1% of 370,000 active; AID 652126;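 active means activation above the mean over all tested compounds plus 3 SD, cut at about 0.9% in these data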;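 further: 0% = DMSO-only wells and 100% = 3 µM delta7-dafachronic acid wells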
Rev-erbA mod: modulators of human Rev-erb alpha DNA binding; Rev-erbα–FITC-DNA binding, fluorescence polarization, 90 min; activity, % at 10 µM; 0.79% of 370,000 active; AID 1259318;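 active means activity above about 14%, limit read from the data; passing the limit was not always enough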;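 further: 0% = DMSO wells with 35 nM protein and 100% = DMSO wells with 750 nM protein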
PLCb3 inh: inhibitors of human phospholipase C beta3. AID 720704. inhibition, % at 12.2 µM. Purified PLC-beta3, fluorogenic substrate, fluorescence. 0.18% of 370,000 active; in the data active means inhibition above about 11%;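 further: 0% = median of compound wells on plate and 100% = full blocker control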
hgDAF-12 ag: hgDAF-12 agonism, primary luciferase screen; HEK293 GAL4-hgDAF12 UAS-luciferase reporter, agonist luminescence; normalized to butyrate control; activation, % at 6.8 µM; 1.8% of 370,000 active; AID 687014;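 active means activation above a cutoff set at the mean of all screened compounds plus 3 SD, cut at about 10% in these data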;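 further: 0% = DMSO wells and 100% = sodium butyrate wells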
PLCg1 inh: inhibitors of human phospholipase C gamma1; 0.84% of 370,000 active; P19174; purified PLC-gamma1, fluorogenic substrate, fluorescence; inhibition, % at 12.2 µM; in the data active means inhibition above about 9.5%
MBD2 inh: blocks human MBD2 binding to methylated DNA; Q9UBB5; TR-FRET, MBD2 binding to methylated oligonucleotide; inhibition, % at 4.4 µM; 0.31% of 370,000 active; AID 686964; in the data active means inhibition above about 13%
Target sequence (Q9UBB5 whole entry, looked up): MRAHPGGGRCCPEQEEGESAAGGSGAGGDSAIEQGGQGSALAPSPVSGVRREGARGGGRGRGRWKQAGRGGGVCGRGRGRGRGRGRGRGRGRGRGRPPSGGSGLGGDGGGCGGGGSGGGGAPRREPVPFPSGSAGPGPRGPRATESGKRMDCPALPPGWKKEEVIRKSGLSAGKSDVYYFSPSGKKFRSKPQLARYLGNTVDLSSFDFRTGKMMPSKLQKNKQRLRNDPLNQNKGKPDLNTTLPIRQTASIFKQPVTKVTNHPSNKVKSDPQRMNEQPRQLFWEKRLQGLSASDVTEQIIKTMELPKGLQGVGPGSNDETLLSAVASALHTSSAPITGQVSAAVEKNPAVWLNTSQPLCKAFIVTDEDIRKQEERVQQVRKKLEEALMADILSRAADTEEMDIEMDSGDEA
DAX1 inh-2: inhibitors of DAX1 repression of SF-1 activated StAR promoter; HEK293T StAR-luciferase reporter, SF-1/DAX-1 repression relief; inhibition, % at 6.8 µM; 1.1% of 370,000 active; AID 652010;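 active means inhibition above the mean over all tested compounds plus 3 SD, cut at about 3.6% in these data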;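 further: 0% = DAX-1 cells with DMSO and 100% = cells lacking DAX-1 with DMSO; higher inhibition means more luminescence from relief of DAX-1 repression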
SMARCA2 activ: SMARCA2 function activation, primary screen. MG213 cells, MMTV-luciferase reporter, dexamethasone, overnight. activation, % at 9.1 µM. 1% of 370,000 active. AID 652017; in the data active means activation above about 7.8%;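 further: 0% = vehicle wells and 100% = reference activator wells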
Numbers without * were called inactive; . = no result given. Random draw from the library (roughly 7.4% active in at least one column).

SMILES	ADAM17 inh	hcDAF-12 act	DAX1 inh-1	ssDAF12 agonist	Rev-erbA mod	PLCb3 inh	hgDAF-12 ag	PLCg1 inh	MBD2 inh	DAX1 inh-2	SMARCA2 activ
CC(=O)c1cc(N2CCC(C(=O)O)CC2)ccc1[N+](=O)[O-]	-1.4	-0.3	.	-1.0	1.0	-4.3	9.1	-0.9	-9.9	0.1	-3.6
CCn1nc([N+](=O)[O-])c2c(-c3nc4ccccc4o3)c(N)n(CCCOC)c2c1=O	-14.7	-1.5	1.3	-1.3	-26.8	-17.7	-2.1	-4.9	-0.1	-0.2	-2.8
Cc1cccc(N=C2NC(=O)CS2)c1	0.1	-0.6	2.9	-1.4	2.2	5.7	3.2	1.5	-2.1	-0.1	0.4
CCOC(=O)c1c(CN(CC)CC)oc2cc(Br)c(O)cc12	-1.2	-2.4	0.8	-1.4	-7.5	-2.0	-1.8	-0.7	4.6	0.1	-1.8
O=c1c2cc(NC(=S)NCc3cccnc3)ccc2nc2n1CCCCC2	-9.0	0.8	0.3	-1.5	0.9	-12.1	3.1	-4.0	0.6	0.5	-2.6
Cc1cc(NC(=O)CN2CCOCC2)n(-c2nc3ccccc3s2)n1	0.7	5.3	.	-0.2	-1.8	-1.5	-1.2	2.9	6.7	-0.2	-0.2
COc1cc2cc(CCOC(=O)CCCC(=O)O)oc(=O)c2cc1OC	-6.8	-0.7	0.7	-1.4	-2.7	-3.5	-1.4	3.2	-1.2	0.8	-0.3
CC(=O)c1cccc(NC(=O)CN2CCc3cc4c(cc3C2)OCCCO4)c1	-1.6	1.9	1.7	-1.8	-4.1	-9.6	0.1	-10.3	1.4	-1.3	0.4
CC1CCN(S(=O)(=O)c2ccc3ncn(CC(=O)N(C)Cc4ccccc4)c(=O)c3c2)CC1	-4.2	-0.8	-0.2	-1.0	-6.0	-0.3	0.1	-2.0	3.8	-0.8	-4.8
O=C(Nc1ccc(Cl)cc1Cl)Nn1cnnc1	-2.2	0.5	0.4	-0.4	4.5	-2.3	0.9	-1.9	4.6	-2.1	-0.1
COC(=O)c1sc(S(=O)(=O)N2CCN(c3ccccc3)CC2)c(C(=O)OC)c1C	-4.6	0.4	-0.1	-1.5	-2.2	1.7	-0.5	-0.3	3.3	-0.1	-1.0
Cc1cccc(C(=O)Nc2scc(-c3ccc(Br)cc3)c2C(=O)O)c1	-3.2	-2.2	2.4	-2.0	-7.2	-18.7	0.7	-15.9	0.9	-0.3	-2.6
COc1cccc2cc(-c3nnc(SCC(=O)Nc4nc(C)cs4)n3C)oc12	-1.6	-1.8	-0.6	-1.0	-0.6	-3.8	-2.8	-2.0	-4.1	-0.2	-1.3
Cc1cc(C)cc(C(=O)OCC(=O)Nc2cccc(S(=O)(=O)NC3=NCCCCC3)c2)c1	0.2	-1.1	-1.2	-1.9	-3.2	1.9	-0.4	-1.9	2.2	0.6	-2.0
CN(C)C(=O)C1OC(C)(C)OC1C(=O)N(C)C (stereo not drawn)	-2.0	2.7	-0.4	-1.1	-8.2	2.5	1.9	-1.2	2.8	-0.4	-0.4
O=C(NCc1cccc(F)c1)C1CCN(C(=O)c2sccc2-n2cccc2)CC1	-5.7	-0.9	1.9	-1.4	11.1	2.2	-1.2	-0.8	4.4	-1.1	-1.3
CCc1cc(=O)oc2c(C)c(OCC(=O)NCCCN3CCCC3=O)ccc12	-37.5	-0.7	0.3	-1.0	1.3	-22.4	0.7	-10.4	-0.3	-0.7	-0.8
Cc1cc(NC(=O)COC(=O)c2ccc(S(=O)(=O)N3CCCc4ccccc43)cc2)no1	-3.8	2.4	-1.6	0.3	1.4	-2.6	-1.6	1.7	2.4	-1.5	-0.5
NC(=O)c1ccc(Oc2ccc(Cl)c3ccccc23)c([N+](=O)[O-])c1	-1.6	2.5	-0.2	-0.2	6.4	-1.1	-1.9	-2.9	4.2	-0.6	-3.8
Cc1nn(-c2ccccc2C(=O)O)c(=O)c2ccccc12	0.8	0.0	-0.3	-1.2	5.3	-3.7	-0.7	1.6	1.7	-0.1	-4.0
CC(C)CCNC(=O)c1c[nH]c2ccc(S(=O)(=O)N3CCC4(CC3)OCCO4)cc2c1=O	-2.9	0.5	0.3	-1.2	8.6	2.1	-2.7	1.5	1.5	0.8	6.2
CCc1ccc(N2CC(O)=C(c3nc4ccccc4c(=O)[nH]3)C2=N)cc1	-6.2	-0.6	-0.6	-0.8	-0.7	-13.9	1.6	-12.6	4.0	-0.4	-4.7
COc1ccc(CCNC(=O)c2cc(-c3ccc(C)cc3O)n[nH]2)cc1OC	2.7	-2.7	-0.2	-1.6	-0.1	1.8	-0.3	1.2	-2.7	-0.6	-0.1
Cc1ccc(F)cc1NC(=O)N1CCCN(c2ccc(C(F)(F)F)cn2)CC1	-7.0	-0.3	.	-2.0	6.6	2.0	-2.9	1.7	-2.5	-0.8	-2.4
O=C(NCc1ccccc1)C1(C(F)(F)F)C/C(=C\CCO)CCCO1 (stereo not drawn)	-6.5	-2.5	1.3	-1.4	-2.5	-0.1	0.8	0.7	1.1	0.1	0.8
CCOC(=O)Cn1c(C(=O)OCC)cc2sccc21	9.2*	-1.1	-0.7	-0.6	6.8	6.8	0.0	4.9	-3.3	-0.3	-3.9
CC(C)(C)c1ccc(-c2cn(C[C@H](Cc3ccccc3)n3c(=O)c4ccccc4n3Cc3ccccc3)nn2)cc1	-22.1	1.5	.	-1.1	4.6	-26.8	-0.2	-17.5	-3.0	-0.6	-5.0
CCC1Oc2ccccc2N(CC(=O)NCCCN2CCN(CC)CC2)C1=O (stereo not drawn)	-5.2	0.0	-0.1	-0.8	-2.2	-8.2	-0.8	-4.0	5.0	-0.2	-1.4
Cc1nc2ccc(S(=O)(=O)NC(C(=O)NCc3ccco3)C(C)C)cc2s1 (stereo not drawn)	-2.6	-0.9	3.1	-1.0	-2.1	1.1	-1.9	-0.1	-3.9	-1.2	-0.8
O=C(C1CCCN(S(=O)(=O)c2cccc3nonc23)C1)N1CCN(c2cccc(Cl)c2)CC1 (stereo not drawn)	-2.6	-1.0	-0.9	0.3	-2.8	-1.7	-2.2	1.4	2.0	0.1	-0.1
CSc1ccc(CNC(=O)C2Cc3cc(S(=O)(=O)N4CCCCC4)ccc3N2C(C)=O)cc1 (stereo not drawn)	-2.6	1.2	-0.6	-1.0	-0.3	-6.0	4.4	-0.2	3.8	-0.3	-2.1
O=S(=O)(/N=C(/Nc1ccccn1)c1ccccc1)c1ccc(F)cc1	-2.7	0.6	1.3	-0.3	4.3	-0.6	5.3	2.6	-3.6	0.5	4.8
CCN(CC)CCNc1nc(-c2ccc(OC)cc2)c(-c2ccc(OC)cc2)s1	-2.9	-1.7	-1.1	-1.5	2.7	-54.9	-2.0	-36.1	1.7	-0.3	6.6
O=C(NCCOc1ccc(F)cc1)C1CCC(=O)N(CCCN2CCCC2=O)C1 (stereo not drawn)	-2.5	-2.1	0.6	-1.6	3.2	-6.9	0.0	2.6	-3.4	-0.8	1.5
C=CCNc1nc(Cl)nc(Nc2ccc(OC)cc2)n1	-1.9	1.7	0.6	1.3*	8.2	2.2	3.7	2.6	-3.9	1.8	3.1
Cc1sc2ncnc(OCC(=O)N3CC(=O)Nc4ccccc43)c2c1C	-1.1	0.1	-0.5	-1.1	-3.4	-5.6	2.1	1.6	4.0	0.9	-3.3
COc1ccc(N2C(=O)CC(NCCNc3ccc([N+](=O)[O-])cn3)C2=O)cc1 (stereo not drawn)	-1.6	-0.5	0.1	-1.4	2.0	1.2	0.8	1.8	3.5	-0.1	0.4
O=S(=O)(c1ccccc1)N(CC(O)CN1CCCCC1)c1ccccc1 (stereo not drawn)	-3.6	-0.1	0.6	-1.4	1.7	0.0	0.9	1.8	5.9	0.1	0.4
O=C(O)C(c1ccccc1)N1CCCC1 (stereo not drawn)	-4.5	0.3	0.1	-1.2	2.7	10.0	1.7	4.0	12.9	0.5	-2.1
Cn1c2ccccc2c(=O)c2c(=O)n(C3CCCCC3)c(-c3cccs3)nc21	-1.7	1.3	1.8	-0.7	-1.8	-19.3	-0.7	-14.0	3.6	-0.4	4.5
Clc1ccc2oc(-c3cccnc3NCc3ccccc3)nc2c1	-9.4	0.3	0.9	-1.4	3.3	-5.8	0.1	-4.8	-0.5	-0.4	-1.1
CC1CCN(CCNC(=O)CCS(=O)(=O)c2ccc(Br)cc2)CC1	-3.6	-1.1	0.1	-1.0	-6.2	2.4	-0.8	-0.6	1.6	0.7	0.1
CCOC(=O)C1=C(C)OC2(O)c3ccccc3C(=O)C12O (stereo not drawn)	-6.4	1.3	.	-1.2	7.2	2.1	-4.0	10.3*	1.6	-0.7	0.5
COc1ccc(C2=CC(=O)C[C@H](CN3C(=O)c4ccccc4C3=O)N(C(=O)OC(C)(C)C)O2)cc1	-0.8	0.6	0.2	0.1	-11.3	0.7	1.2	0.7	-3.9	0.3	1.6
COc1ccc2c(c1OC)C(=O)OC2Nc1nc(-c2cc3cc([N+](=O)[O-])ccc3oc2=O)cs1 (stereo not drawn)	-2.5	-1.9	-0.7	-0.7	-0.1	1.4	0.1	-1.4	0.8	-0.4	0.0
CCCCCc1c(C)nc(SCC(=O)O)[nH]c1=O	-2.1	-1.2	1.1	-1.4	-5.5	5.1	0.5	0.5	4.2	1.0	-0.2
COc1ccccc1N1CCN(Cc2c[nH]c3ccccc23)CC1	0.5	1.8	.	0.4	-0.8	-3.8	1.3	-0.3	-2.7	-0.9	-4.0
